GAA glycogen = GAA glycogen-cleavage inhibition or activation | recombinant GAA, glycogen substrate, Amplex Red glucose oxidase fluorescence | Potency, µM (highest dose often 76.4 µM), without a hit: at the highest dose activity change, negative = inhibition, hits mostly inhibitors | P10253 | actives 0.38% (n = 300,000); active means well fitted inhibition curve with a large enough effect; inconclusive means small, poorly fitted or top-dose-only effect, or another doubt; inactive means no such curve, though single readings can be large or run the other way;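 further: 0% = full enzyme reaction and -100% = no-enzyme basal signal; the screen sought inhibitors and activators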
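Recombinant enzyme (4 nM final) with compounds titrated up to 77 uM and bovine liver glycogen (30 ug) in citrate pH 5.0, 0.01% Tween-20, 37 C 40 min. Released glucose detected by Amplex Red/glucose oxidase (Ex 573/Em 610); AC50 from Hill fits.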
Starred values were filed as active, the others as inactive; ? = inconclusive; & = joins results of further samples; [ ] = remark or other dose. Potency means the concentration at half of the fitted maximal effect.

SMILES	GAA glycogen
O=C(c1ccc2c(=O)n(Cc3ccc(Cl)cc3)c(=S)[nH]c2c1)N1CCOCC1	3.8%[76.3 µM]
Nc1nonc1-n1nnc(C(=O)N/N=C/c2ccc(OCc3ccccc3)cc2)c1CN1CCCCC1	-0.1%[76.3 µM]
O=C(C1=C(O)C(=O)N(Cc2ccco2)C1c1cccc([N+](=O)[O-])c1)c1ccco1 (stereo not drawn)	-2.1%[76.3 µM]
CC(=O)c1ccc(N(CC(=O)NC2CCCCC2)C(=O)CNC(=O)c2ccco2)cc1	2.0%
CCCCOc1cccc(C(=O)Nc2ccccc2N2CCCC2)c1	-2.1%
COC(=O)c1sccc1S(=O)(=O)NCc1ccc(S(N)(=O)=O)cc1	2.5%[76.3 µM]
O=C(CSc1ccccc1C(=O)O)c1ccc(Cl)cc1	0.8%
Cc1ccc(NC(=O)CN2C(=O)CSc3ccc(S(=O)(=O)N4CCCCC4)cc32)cc1	-2.4%[76.3 µM]
CCn1c(Cc2ccc(OC)cc2)nc2ccccc21	-8.0%[76.3 µM]
CCCCON1C(=O)c2cccc3cccc(c23)C1=O	-8.0%[76.3 µM]
Cc1ccc(N(C(=O)c2csnn2)C(C(=O)NC2CCCC2)c2ccccn2)cc1 (stereo not drawn)	-3.2%[76.3 µM]
O=C(NCc1ccccc1F)c1cccc(S(=O)(=O)NCc2ccccc2)c1	-0.2%[76.3 µM]
CC(=O)Nc1ccc(S(=O)(=O)NCCC(=O)Nc2ccc(C)cn2)cc1	-7.9%[76.3 µM]
O=C(NCCc1cccc(Cl)c1)c1ccc(OC2CCN(Cc3ccccn3)CC2)cc1	-11.8%[76.3 µM]
CCn1ccc(C(=O)N2CCN(c3ncccn3)CC2)n1	0.8%[76.3 µM]
Cc1ccc(C)c(Cn2ncc3ccccc32)c1	-5.2%
O=C(CCCc1c[nH]c2ccccc12)NCc1ccccc1C(F)(F)F	-5.0%
Cc1cccc(S(=O)Cc2ccc(C(=O)NC3CCN(Cc4ccccc4)CC3)o2)c1 (stereo not drawn)	-8.4%[76.3 µM]
CC(C)CCC(=O)N1CCC(N2CCC(C(=O)NCc3ccccn3)CC2)CC1	3.5%[76.3 µM]
CC1CN(C(=O)CCC(=O)NC2CCCCC2)c2ccccc2S1 (stereo not drawn)	-6.1%[76.3 µM]
Cc1cc2c(cc1S(=O)(=O)CCC(=O)NC1CCCCC1C)OCC(=O)N2 (stereo not drawn)	-5.5%[76.3 µM]
CCOc1ccc2[nH]c(C(=O)N/N=C/c3ccc(OC)cc3)cc2c1	-6.2%
O=[N+]([O-])c1ccc(O)c(C=Nc2cccc3ccccc23)c1	5.6%[76.3 µM]
O=C(NC1CCCN(Cc2ccc(Cl)cc2)C1)c1cccc(N2CCCC2=O)c1 (stereo not drawn)	-3.4%[76.3 µM]
COc1ccc(NC2CCCN(C(=O)c3ccc(OC)cc3OC)C2)cc1 (stereo not drawn)	0.6%[76.3 µM]
COC1c2ccccc2C(=O)N1Cc1ccc(F)cc1 (stereo not drawn)	-10.4%[76.3 µM]
Cc1ccc(S(=O)(=O)N2CCOCC2)cc1NC(=O)COC(=O)CCn1c(C)csc1=O	-13.3%[76.3 µM]
CC(C)(C)NC(=O)CCN(/N=C/c1ccccc1O)C1=NS(=O)(=O)c2ccccc21	-0.4%
CCC(C)N(C(=O)c1csnn1)C(C(=O)NC1CCCC1)c1ccc(F)cc1 (stereo not drawn)	5.6%
CCOc1ccc(C(=O)NCC(C)NC(=O)c2ccc(OCC)cc2)cc1 (stereo not drawn)	9.2%[76.3 µM]
CCOC(=O)N1CCN(C(=O)/C(=C/c2ccc(F)cc2)NC(=O)c2ccccc2)CC1	-10.9%[76.3 µM]
O=C(O)c1cccc(NC(=O)c2ccc3c(c2)C(=O)N(c2ccccc2)C3=O)c1	4.0%
O=C(O)CC/C(=C\c1cc2c(cc1Br)OCO2)c1nc2ccccc2s1	4.5%
O=C(N[C@H](Cc1ccc(Cl)cc1)C(=O)O)OCC1c2ccccc2-c2ccccc21	15.2%[76.3 µM]
COc1ccc(CCNS(=O)(=O)c2ccc3c(c2)NC(=O)CO3)cc1OC	-4.1%
Cc1ccc(N(CC(=O)NC(C)(C)C)C(=O)CCC(=O)Nc2nccs2)c(C)c1	-7.1%[76.3 µM]
Nc1ccc(C(=O)NC2CCSc3ccccc32)cc1[N+](=O)[O-] (stereo not drawn)	-0.7%[76.3 µM]
CCOC(=O)N1CCN(C(=O)/C=C/c2ccc(C(C)(C)C)cc2)CC1	3.3%[76.3 µM]
CCOC(=O)C1CCN(C(=O)Cc2ccc(-c3ccccc3)cc2)CC1	-5.7%[76.3 µM]
Cc1cc(=O)oc2c(C)c(OCC(=O)NCCN3CCOCC3)ccc12	-0.3%[76.3 µM]
CCOc1ccc(C(=O)NC(C(=O)NCc2cccnc2)C(C)C)cc1 (stereo not drawn)	-3.7%
CCOc1cccc(/C=N/N2C(C)CCCC2C)c1O (stereo not drawn)	-7.3%
CC(C)[C@H](NC(=O)c1cc2cc(Cl)ccc2n1C)C(=O)N1CCC(C(=O)O)CC1	5.0%
COc1ccc(Nc2nc(C)nc3c2oc2ccccc23)cc1	-1.2%
CC12CCC(C(=O)NNC(=O)c3ccccc3)(OC1=O)C2(C)C (stereo not drawn)	2.7%[76.3 µM]
CCN(c1cccc(C)c1)C1C(=O)c2ccccc2N1C(C)=O (stereo not drawn)	-19.3%
O=C(CCN1CCN(Cc2ccccc2)CC1)NNC(=O)Nc1cccc(Cl)c1	?
COc1ccc(S(=O)(=O)NCCc2c[nH]c3ccc(C)cc23)cc1	15.6%[76.3 µM]
COc1cccc(N2C(=O)C3CCCN3C2=S)c1 (stereo not drawn)	1.9%
O=C(COc1ccc2ccccc2c1)N1CCNCC1	-4.3%
CCOc1ccccc1CNC(=O)c1ccccc1NC(=O)C1=CSCCO1	-19.7%[76.3 µM]
CCc1nc2cccnc2n1-c1ccc(CC(=O)O)cc1	3.0%
Cc1cc(N2C(=O)Cc3ccccc3C2=O)ccc1C(C)C	-3.4%
O=C(N/N=C/c1cccc2ccccc12)c1ccccc1Cl	-0.2%
Cc1[nH]n(-c2ccc(Br)cc2)c(=O)c1/C=N/NC(=O)c1ccccc1	-14.1%[76.3 µM]
COc1ccc(NC(=O)c2sc(-c3ccccc3)nc2C)c(OC)c1	7.5%
COc1ccc(C(=O)N2CCCC(Nc3ccc(C)c(C)c3)C2)c(OC)n1 (stereo not drawn)	-10.5%[76.3 µM]
CC(Oc1ccc(Br)cc1)C(=O)Nc1nc(-c2ccccn2)cs1 (stereo not drawn)	-13.5%[76.3 µM]
O=C1CNC(=S)N1C(CO)c1ccccc1 (stereo not drawn)	-25.4%
CCOC(=O)C1=C(CS(=O)(=O)c2ccc(C)cc2)NC(=O)NC1c1cc(OC)c(O)c(OC)c1 (stereo not drawn)	?

Other structures follow:
SMILES	GAA glycogen
CC(=O)Nc1ccc(N2CCN(Cc3ccccc3)CC2)cc1	5.0%
CC(C)(C)NC(=O)C(OC(=O)c1ccco1)c1ccc(Cl)cc1 (stereo not drawn)	-7.7%[76.3 µM]
CCOc1ccc2[nH]c3nc(SCC(=O)NC4CCCC4)nnc3c2c1	11.6%
O=C(NCCCN1CCOCC1)c1cc(Cl)ccc1Cl	13.9%[76.3 µM]
CN(C)c1nc2c(c(=O)[nH]c(=O)n2C)n1CCOc1ccccc1	13.7%[76.3 µM]
O=C(/C=C/c1ccc(Cl)cc1)NCCCn1ccnc1	10.0%
CCN1C(=NCc2ccc(OC)cc2)N[C@@H](CCc2ccccc2)[C@H](C(=O)NCc2ccc(OC)cc2)[C@H]1C	-8.3%&0.6%[76.3 µM]
O=C(CN1CCC(NC(=O)Nc2ccccc2)CC1)Nc1ccc([N+](=O)[O-])cc1	7.0%
COc1ccc(NC(=O)CN2CCN(CC(=O)Nc3ccc(F)cc3)CC2)cc1Cl	1.7%
COc1cc([N+](=O)[O-])ccc1NC(=O)NNC(=O)CCc1ccccc1	-6.2%[76.3 µM]
O=c1oc2ccccc2c(CNc2ccccc2)c1[N+](=O)[O-]	-2.5%
C=CCn1cccc(C(=O)Nc2ccc(C)cc2)c1=O	-3.3%
COc1cc(C)cc(CN2CCC(Cc3ccccc3)CC2)c1O	-14.1%
O=C(NC1CCCC1)C1CCCN(C(=O)Nc2ccccc2)C1 (stereo not drawn)	5.0%[76.3 µM]
Cc1ccc(S(=O)(=O)Nc2cc(C)on2)cc1	-5.4%
CN(C)c1nc(-c2cn(CCC#N)c3ccccc23)cs1	6.4%
O=C(N/N=C/c1c(F)cccc1Cl)C1CC1	7.2%
COc1cccc(C2/C(=C(/O)c3ccc4c(c3)CC(C)O4)C(=O)C(=O)N2CC2CCCO2)c1 (stereo not drawn)	0.0%[76.3 µM]
CNC(=O)N(O)C1N(/N=C/c2ccc(C)cc2)C(=S)SC1(C)C (stereo not drawn)	-0.2%
CC(C)/C=C/CN1CCN(CCCc2ccccc2)C(CCO)C1 (stereo not drawn)	-9.5%[76.3 µM]

5 entries already listed, arranged by their value in GAA glycogen, low to high.
| smiles | GAA glycogen |
| --- | --- |
| C=CCn1cccc(C(=O)Nc2ccc(C)cc2)c1=O | -3.3% |
| CC(=O)Nc1ccc(N2CCN(Cc3ccccc3)CC2)cc1 | 5.0% |
| CN(C)c1nc(-c2cn(CCC#N)c3ccccc23)cs1 | 6.4% |
| O=C(/C=C/c1ccc(Cl)cc1)NCCCn1ccnc1 | 10.0% |
| CCOc1ccc2[nH]c3nc(SCC(=O)NC4CCCC4)nnc3c2c1 | 11.6% |

Later entries.
SMILES	GAA glycogen
COc1cc(/C=N/N(c2ccccc2)c2ccccc2)ccc1O	4.2%[76.3 µM]
CN(Cc1ccccc1)C(=O)C(=O)c1cn(CC(=O)N2CCCC2)c2ccccc12	-2.5%[76.3 µM]
OCC1(CCCc2ccccc2)CCN(C2CCC2)CC1	8.3%[76.3 µM]
CCn1c(SCC(=O)NC2=NCCS2)nnc1C(C)NC(=O)c1ccccc1F (stereo not drawn)	-10.4%
O=C(CSCc1ccccc1Br)Nc1ccccc1	7.9%[76.3 µM]
CCOc1ccccc1NC(=O)CSc1nc2ccccc2c(=O)n1CC1CCCO1 (stereo not drawn)	-8.3%[76.3 µM]
COCCN=C1N[C@@H](c2cccc(C(F)(F)F)c2)C(C(=O)OC)=C(C)N1Cc1ccccc1	1.4%[76.3 µM]
COc1ccc(S(=O)(=O)N2CCN(C(=S)Nc3ccc(S(N)(=O)=O)cc3)CC2)cc1	3.0%[76.3 µM]
COCCN=C1N[C@@H](c2ccc(Br)cc2)C(C(=O)OC)=C(C)N1Cc1ccccc1	-12.1%&17.7%[76.3 µM]
NS(=O)(=O)c1ccc(CCNC(=O)c2ccc([N+](=O)[O-])s2)cc1	-3.7%
Cc1ccc(Sc2cc(C(=O)NCCN(C)C)c3ccccc3n2)cc1	1.8%
Cc1ccc(NC(=O)CCC(=O)N/N=C/c2cccnc2)cc1	-20.6%
O=C(C1CC1)N1CCN(c2ccc(F)cc2)CC1	1.6%[76.3 µM]
COc1ccc(/C(C)=N/NC(=O)CN(c2ccc(OC)cc2)S(=O)(=O)c2ccccc2)cc1	3.2%
COc1ccc(/C=C2\CCn3c2nc2cc(C(=O)O)ccc2c3=O)cc1	6.8%
Cc1ccc(C(=O)Nc2cccc(NC(=O)CN3CCCCC3)c2)cc1	-1.3%[76.3 µM]
CC(C)CCNC(=O)c1ccccc1NC(=O)C1=CSCCO1	0.8%[76.3 µM]
Cc1cccc2c(=O)c(-c3ccc4c(c3)OCO4)c(NC(=O)c3ccco3)oc12	-1.9%[76.3 µM]
COc1cccc(CNC(=O)C2CCN(S(=O)(=O)c3cccc4nonc34)CC2)c1	-7.4%
CCOC(=O)CC1C(=O)NCCN1C(=O)c1ccc(Cl)cc1 (stereo not drawn)	-0.5%

Quoted at random: 3 records from the list
SMILES	GAA glycogen
CCOc1ccccc1NC(=O)CSc1nc2ccccc2c(=O)n1CC1CCCO1 (stereo not drawn)	-8.3%[76.3 µM]
Cc1cccc2c(=O)c(-c3ccc4c(c3)OCO4)c(NC(=O)c3ccco3)oc12	-1.9%[76.3 µM]
COc1ccc(S(=O)(=O)N2CCN(C(=S)Nc3ccc(S(N)(=O)=O)cc3)CC2)cc1	3.0%[76.3 µM]

Further compounds.
SMILES	GAA glycogen
Cc1cc2c(c(=O)n1Cc1ccccc1)C1O[C@](CCCCN3C(=O)c4ccccc4C3=O)(Cc3ccccc31)O2	12.4%[15.3 µM]
COCC1CCN(C(=O)c2cc(COc3ccc(F)cc3F)on2)C1 (stereo not drawn)	2.8%[76.3 µM]
COCCN(CCOC)c1nc(-c2ccc([N+](=O)[O-])cc2)nc2ccccc12	2.2%[76.3 µM]
COc1ccc2nc(C)cc(N3CCN(c4ccccc4)CC3)c2c1	-20.4%[76.3 µM]
Cc1ccc(-c2nc3ccc(Cl)cc3c(=O)n2O)cc1	5.5%
Cc1ccc(Nc2cc(C)nc3c(C)cccc23)cc1	6.1%[76.3 µM]
CC(C)(C)c1cc[n+](-c2[nH]c(=O)sc2/C=N/NC(=O)c2ccccc2[O-])cc1	-1.0%
O=C(CNC(=O)c1ccc2c(c1)OCCO2)N=Nc1c(O)[nH]c2ccccc12	-1.6%[76.3 µM]
CCN(CC)CCN(Cc1cc2cc3c(cc2[nH]c1=O)OCO3)C(=S)NCCCN(C)C	-11.0%[76.3 µM]
CC(Oc1ccc(Br)cc1Br)C(=O)Nc1cccnc1 (stereo not drawn)	-4.9%[76.3 µM]
CCc1nc(N2CCN(C(C)=O)CC2)c2c3c(sc2n1)CCCC3	-5.8%[76.3 µM]
CC1(C)Cc2[nH]c3ccccc3c2C(C)(C)N1	-6.4%
COc1ccc(NC(=O)CC2CCCC2)cc1OC	-2.2%

Entries from the list above that have a CF3 group, in the order listed:
SMILES	GAA glycogen
O=C(CCCc1c[nH]c2ccccc12)NCc1ccccc1C(F)(F)F	-5.0%
COCCN=C1N[C@@H](c2cccc(C(F)(F)F)c2)C(C(=O)OC)=C(C)N1Cc1ccccc1	1.4%[76.3 µM]

Screening data as filed in PubChem BioAssay.

A portion of the library, so the mix of outcomes need not match the whole.
